# Assay outcomes from PubChem.
# NR2E3 ag-1: human photoreceptor-specific nuclear receptor agonism; CHO-S Gal4-NCOR/VP16-NR2E3 two-hybrid, luciferase; inhibition of corepressor binding, % at 3.98 µM; AID 602229; 360,000 tested, 0.35% active;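 active means inhibition above the mean of all tested compounds plus 3 SD, cut at about 70% in these data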;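 further: 0% = DMSO with NR2E3 transfected cells and 100% = cells lacking NR2E3 construct; higher means lower luciferase signal from less NR2E3 corepressor binding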
# Target sequence (Q9Y5X4 whole entry, looked up, the tested form may be a part): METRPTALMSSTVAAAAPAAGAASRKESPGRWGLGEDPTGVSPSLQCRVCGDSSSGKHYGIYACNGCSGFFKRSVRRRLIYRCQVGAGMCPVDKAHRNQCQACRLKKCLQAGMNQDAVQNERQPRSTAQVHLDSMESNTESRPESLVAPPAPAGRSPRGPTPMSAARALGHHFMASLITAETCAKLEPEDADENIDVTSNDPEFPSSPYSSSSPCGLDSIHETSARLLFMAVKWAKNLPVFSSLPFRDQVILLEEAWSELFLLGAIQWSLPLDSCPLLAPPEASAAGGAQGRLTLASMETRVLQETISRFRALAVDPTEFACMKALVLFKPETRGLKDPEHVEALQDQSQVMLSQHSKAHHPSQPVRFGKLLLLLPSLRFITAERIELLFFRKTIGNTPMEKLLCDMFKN
# HIF-2a inh: blocks HIF-2a reporter activity; 360,000 tested, 0.72% active; inhibition, % at 18.8 µM; 786-0 RCC cells HIF-2a reporter, luciferase luminescence, overnight; AID 624352;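 active means inhibition of the luminescence signal of 40% or more relative to plate controls, in a single-dose primary screen at 18.75 µM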
# TWEAK-Fn14 inh: blocks TWEAK-Fn14 interaction in a reporter cell assay; TWEAK-stimulated Fn14 reporter cells, luciferase luminescence, 8 h; inhibition, % at 10 µM; 360,000 tested, 2% active; in the data active means inhibition above about 50%
# Shn3 3UTR inh: inhibitors of Schnurri-3 3'UTR reporter in osteoblasts; AID 588674; 360,000 tested, 0.52% active; Clone20 osteoblast Shn3 3'UTR firefly luciferase, 24 h; inhibition, % at 12.5 µM;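 active means mean inhibition of at least 75% with every replicate also reaching 75%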;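 further: 0% = median of neutral control wells and 100% = pilot-screen positive control compound; some compounds past the cut are filed as inactive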
# CF NFkB inh: inhibitors of cystic fibrosis induced NF-kB; KKLEB NF-kB-GFP reporter, PAF-induced, GFP fluorescence overnight; inhibition, % at 5 µM; 360,000 tested, 0.86% active;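 active means at least 50% inhibition at 5 µM, scaled per plate between neutral and stimulator controls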;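 further: PAF is a Pseudomonas aeruginosa culture filtrate used as stimulus; plate controls were PAF-stimulated DMSO wells for no effect and unstimulated DMSO wells for full effect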
# aDG glyco up: alpha-DG glycosylation activation; 360,000 tested, 0.22% active; Pro5-aDG cells, alpha-DG glycosylation AlphaScreen (IIH6); 0% Pro5, 100% B10-LARGE cell signal; activation, % at 10 µM;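 active means activation of at least 8% versus controls, or a plate z-score of at least 8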;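 further: Pro5 are CHO cells carrying HIG-tagged alpha-DG that lacks glycosylation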
# NR2E3 ag-2: NR2E3 (human) agonism | Q9Y5X4 | GST-NR2E3/biotin-RetCOR TR-FRET, 1536-well | inhibition of corepressor binding, % at 4.78 µM | 320,000 tested, 0.12% active | AID 2300;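 active means percent inhibition above the cutoff of mean plus 3 SD of all tested compounds, set per screening campaign, cut at about 20% in these data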;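 further: 0% = DMSO wells and 100% = biotin wells as full block of FRET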
#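 System: GST-NR2E3 and biotin-RetCOR proteins; probe or stimulus: 7 nM biotin-RetCOR; doses: compound at 4.8 µM, single dose; schedule: Compound–protein incubation for 5 h at 4 °C; detection: time-resolved FRET; read-out: percent inhibition; controls: biotin wells as high control, 0.6% DMSO wells as low control; format: 1536-well plates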
# hiPSC survival: hiPSC single-cell survival enhancement | ATPlite luminescence; 100% = ROCK inhibitor wells, 0% = DMSO | survival enhancement, % at 20 µM | 360,000 tested, 0.044% active | AID 602274; in the data active means survival enhancement above about 18%;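 further: cells exposed to compounds for 16 hours before the ATP read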
# TRPM1 prom inh: inhibitors of MITF-driven TRPM1 promoter in melanoma cells | SK-MEL-5 TRPM1 promoter luciferase, 24 h | inhibition, % at 12.5 µM | 330,000 tested, 0.83% active;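 active means mean inhibition across replicates of 60% or more, whatever share of single replicates reaches that level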; further: values of inactives mirror those of a sister screen read the other way
# Peg3 promoter: inhibitors of Peg3 promoter | HeLa PEG-Prom luciferase reporter, luminescence, overnight | inhibition, % at 20 µM | 360,000 tested, 1.7% active | AID 588405;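 active means inhibition of at least 50% at 20 µM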
# KKLEB cytotox: reduces viability of KKLEB cystic fibrosis airway cells; 360,000 tested, 0.36% active; AID 602141; KKLEB CF airway cells viability, ATPlite luminescence, overnight; hits give low values; cells stimulated with P. aeruginosa culture filtrate; activity change (cytotoxicity), % at 5 µM;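 active means corrected activity change at or below -50% at 5 µM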
# * = called active by the depositor; nt = not tested or not shown.
SMILES,NR2E3 ag-1,HIF-2a inh,TWEAK-Fn14 inh,Shn3 3UTR inh,CF NFkB inh,aDG glyco up,NR2E3 ag-2,hiPSC survival,TRPM1 prom inh,Peg3 promoter,KKLEB cytotox
C[C@]12CC[C@@H]3c4ccc(O)cc4CC[C@H]3[C@@H]1C[C@@H](O)[C@@H]2O[C@@H]1O[C@H](C(=O)O)[C@@H](O)[C@H](O)[C@H]1O,-7,1,-7,-12,-2,-0.3,2,-4.1,5,8,7
CCOC(=O)c1ccc(NS(=O)(=O)c2cn(C)cn2)cc1,3,16,-5,5,12,0.1,1,0.0,-7,-1,6
CCN1C(=O)[C@@H]2[C@@H](c3ccc(-c4ccc5c(c4)OCO5)cc3)N3CCCC[C@@]3(C(=O)OC)[C@@H]2C1=O,-19,2,1,53,8,0.3,-2,0.6,1,4,-10
COc1ccc(C(=O)NNS(=O)(=O)c2ccccc2)cc1,2,-20,12,-16,16,-0.1,0,1.3,-14,-28,1
CCn1c(CNc2ccc(F)cc2)nnc1SCC(=O)Nc1ccc(OC)cc1,-22,4,-13,12,-6,0.2,-1,0.7,17,-4,-1
Cc1ccc(S(=O)(=O)Oc2ccc(/C=C(/NC(=O)c3ccccc3)C(=O)NCCC(=O)O)cc2)cc1,0,13,3,-3,-4,0.1,4,0.2,-8,5,0
O=C(OCc1nnc(-c2ccccc2)o1)c1ccco1,-45,-18,-12,-2,-2,0.1,0,0.9,-8,-1,7
Cn1c(C(C#N)C(=O)c2sc3ccccc3c2Cl)nc2ccccc21 (centres undefined),-66,-70,2,3,-1,0.2,0,3.5,-6,0,7
COc1cc(/C=N/NC(=S)Nc2cccc(C(=O)O)c2)cc(OC)c1OC,-65,-21,-30,-1,-9,-0.1,-1,0.7,-12,1,15
Cc1nc(CC(=O)NNS(=O)(=O)c2ccc3ccccc3c2)cs1,-19,19,-4,8,9,0.1,4,2.3,2,7,10
CCOC(OCC)c1cc2ccccc2cn1,-15,-28,2,-18,-14,0.2,nt,-1.7,-9,-27,4
COc1cc2c(cc1OC)CN(C(=O)c1ccc(Cl)c(S(=O)(=O)N3CCCC3)c1)CC2,-24,12,-7,11,8,0.1,nt,-0.4,12,16,2
COc1ccccc1-n1c(-c2ccc(NS(C)(=O)=O)cc2)n[nH]c1=S,8,-13,11,20,-9,0.0,2,-0.9,11,-9,-2
O=C1CC(N2CCN(Cc3ccccc3)CC2)C(=O)N1c1ccc2c(c1)OCCO2 (centres undefined),-6,10,1,8,6,0.0,6,4.6,-12,2,2
Nc1cc(N2CCCCC2)c([N+](=O)[O-])cc1Cl,-45,6,-34,8,20,-0.1,-2,-0.4,-8,2,-14
CC1Cc2ccccc2N1S(=O)(=O)c1cccc(C(=O)NCCCO)c1 (centres undefined),-8,7,-1,18,-12,0.0,4,-0.6,-5,11,12
O=C(OCC(=O)N1CCCc2ccccc21)c1cc(Cl)ccc1O,-41,10,13,4,1,-0.1,-2,0.8,-2,12,-11
Cc1ccc(-c2nc(N3CCOCC3)sc2C(=O)N2CCCCC2)cc1,6,2,-12,0,3,0.0,2,-2.4,3,7,-2
Cc1ccc(S(=O)(=O)N2CCN(C(=O)COc3ccc(Br)cc3)CC2)cc1,-6,1,11,7,0,-0.1,-1,-0.2,nt,4,11
CC(=O)Nc1ccc(/C=C(\C#N)C(=O)NC2CCCCC2C)cc1 (centres undefined),7,20,7,-2,-4,-0.2,3,-0.7,-8,9,-20
CCC(C)C(=O)Nc1ccccc1N1CCN(c2ccc(F)cc2)CC1 (centres undefined),-7,18,-7,-4,-8,0.1,0,0.1,7,22,-2
Cc1c(Cl)cccc1NC(=O)Nc1cnccn1,3,-35,10,2,30,-0.2,-1,-0.3,3,-8,-1
CCC1CN(C(=O)NCc2ccc(F)cc2)c2cc(C)ccc2O1 (centres undefined),-8,13,-3,-15,1,0.2,nt,1.4,10,14,7
O=C(NCc1ccco1)c1cccc(F)c1,25,12,-6,-4,15,0.7,1,-1.0,3,17,-3
O=C(NC(=S)Nc1ccc(N2CCOCC2)c(Cl)c1)c1sc2ccccc2c1Cl,-11,-13,-6,-3,10,-0.3,3,0.8,6,-17,8

# (cont.)
SMILES,NR2E3 ag-1,HIF-2a inh,TWEAK-Fn14 inh,Shn3 3UTR inh,CF NFkB inh,aDG glyco up,NR2E3 ag-2,hiPSC survival,TRPM1 prom inh,Peg3 promoter,KKLEB cytotox
CC(C)c1onc(C(=O)N2CCN(C(c3ccccc3)c3ccccc3)CC2)c1[N+](=O)[O-],-13,5,-30,6,50*,0.0,2,0.4,0,17,-5
O=C(NCC1CCCCC1)c1cc(Br)ccc1Cl,-11,-58,30,-7,17,0.0,2,0.1,-7,-65,-8
CC1=NC(=O)C(N=Nc2ccccc2)N1c1ccccc1 (centres undefined),-61,-226,-15,-66,-2,-0.8,0,-2.4,-16,-276,0
Cc1cc(N2C(=O)C(O)=C(C(=O)c3ccc(C)o3)C2c2ccc([N+](=O)[O-])cc2)no1 (centres undefined),-1,9,2,6,-16,-0.1,-4,-0.3,-3,4,-1
O=C(NOC(=O)c1ccccc1)c1ccccc1,-1,16,1,nt,-14,-0.1,4,0.0,7,21,13
CCOc1ccccc1NC(=O)COC(=O)Cc1ccc(-c2ccccc2)cc1,-24,9,7,-5,-6,-0.2,-1,4.6,0,6,5
Cc1c(NS(=O)(=O)c2ccc([N+](=O)[O-])cc2)c(=O)n(-c2ccccc2)n1C,9,12,2,-7,2,0.0,-1,-0.1,-2,17,2
CC(C)(C)c1ccccc1NC(=O)CN1C(=O)NC2(CCCCCC2)C1=O,-10,-3,5,8,18,0.1,3,0.0,-6,12,-6
Cc1ccc(C(C(=O)NC2CCCC2)N(Cc2ccco2)C(=O)CCC(=O)Nc2ccccn2)cc1 (centres undefined),-29,6,12,11,3,-0.4,0,-1.8,2,3,13
CC(NS(=O)(=O)c1ccccc1)C1COc2ccccc2O1 (centres undefined),-10,13,-4,-15,-4,-0.2,4,-2.1,-5,1,8
O=C(CN1CCCC1)Nc1nc(-c2ccc3c(c2)CCN3C(=O)c2ccccc2F)cs1,-31,-85,-17,-36,20,0.1,4,0.2,-11,-140,-4
CNC(=S)Nc1cc(Cl)ccc1Oc1ccccc1,9,20,9,6,-24,0.2,-2,0.8,4,10,13
COc1cc(CC(=O)NCc2cccs2)cc(OC)c1OC,7,8,6,6,-1,-0.1,1,-0.5,6,10,3
COc1ccc(C2=NN(C(=O)CCC(=O)O)C(c3cccs3)C2)cc1 (centres undefined),-16,-47,-15,-8,-6,-0.2,-5,0.6,7,-30,22
Cc1nc(Cl)c(C(=O)Nc2cccc(F)c2)c(C)c1Cl,5,19,-11,7,4,0.0,0,-0.4,-1,7,2
COc1ccc2ccccc2c1C1CC(=O)N2CN(C3CCCCC3)CSC2=C1C#N (centres undefined),14,10,4,-5,-14,0.3,-2,3.8,nt,-1,8
Cc1cc(F)ccc1-c1cc(C(=O)NCc2cccs2)[nH]n1,-56,-250,-18,-54,-11,0.3,nt,2.0,nt,-135,-1
O=C(CCc1ccccc1)Nc1cc(S(=O)(=O)N2CCOCC2)ccc1N1CCCC1,18,3,-12,3,-24,0.0,nt,-0.4,-8,2,10
C[C@]12C(=O)N(c3ccc(F)cc3)C(=O)N1[C@@H]1c3ccccc3OC[C@@H]1[C@H]2c1ccccc1,-3,9,4,-22,26,-0.1,3,5.1,-14,20,-8
COc1ccc(C(C#N)CC(=O)c2ccc(OCc3ccccc3)c(OC)c2)cc1OC (centres undefined),-3,1,-6,24,20,0.1,nt,0.7,nt,-9,-2
COC(=O)C1=CN(c2ccc(OC)cc2)C=C(C(=O)OC)C1c1cccc(F)c1,-29,22,-9,16,-4,0.2,-6,-0.5,-2,12,1
CN(C)c1ccc(CNC(=O)CN(C)S(=O)(=O)c2cccc3cccnc23)cc1,7,9,-2,-2,0,-0.3,3,-0.6,11,-1,8
Cc1c(NC(=O)C2CCN(S(=O)(=O)c3ccccc3)CC2)c(=O)n(-c2ccccc2)n1C,-16,10,-5,-9,-2,-0.3,3,9.1,-6,13,8
O=C(NCC(c1cccnc1)N1CCOCC1)Nc1ccccc1 (centres undefined),-5,-2,-4,3,4,-0.2,2,-0.8,51,5,-1
COC(=O)c1c(C)[nH]c(C(=O)CN2C(=O)C3CC=CCC3C2=O)c1C (centres undefined),-20,-139,1,-68,-9,-0.1,nt,1.1,-47,-156,20

# Single entries from the entries so far.
# Cc1c(NC(=O)C2CCN(S(=O)(=O)c3ccccc3)CC2)c(=O)n(-c2ccccc2)n1C in TWEAK-Fn14 inh has -5
# COc1cc(CC(=O)NCc2cccs2)cc(OC)c1OC in hiPSC survival has -0.5

# (next part)
SMILES,NR2E3 ag-1,HIF-2a inh,TWEAK-Fn14 inh,Shn3 3UTR inh,CF NFkB inh,aDG glyco up,NR2E3 ag-2,hiPSC survival,TRPM1 prom inh,Peg3 promoter,KKLEB cytotox
C[C@H]1CN([C@@H](C)CO)C(=O)Cc2cc(NC(=O)Cc3ccccc3)ccc2O[C@H]1CN(C)C(=O)Nc1cccc2ccccc12,8,6,-1,10,-18,-0.3,nt,-1.2,3,-1,4
NS(=O)(=O)c1ccc(CCNC(=O)CSc2nc3c(sc(=S)n3-c3ccccc3)c(=O)[nH]2)cc1,17,2,-3,-19,-42,-0.1,nt,2.7,nt,3,11
COc1ccc(Cc2nnc(NS(=O)(=O)c3ccccc3)s2)cc1,11,18,6,0,0,0.1,-1,2.3,3,14,11
COc1ccccc1NC(=O)Nc1nc(CC(=O)N2CCN(c3ccc(F)cc3)CC2)cs1,18,-3,51*,35,14,-0.2,2,0.1,-2,45,-20
O=C(CNc1cccc(S(=O)(=O)N2CCCC2)c1)Nc1cccc(C(F)(F)F)c1,38,-5,24,33,11,0.7,nt,-2.3,-3,23,-21
O=C(NC(Cc1cccc(F)c1)C(=O)O)C1CCCCC1 (centres undefined),0,13,0,-12,15,-0.2,0,2.1,-8,-6,-3
CC1CN(Cc2nc3c(c(=O)[nH]c(=O)n3C)n2CCN2CCOCC2)CC(C)O1 (centres undefined),-9,16,1,6,1,-0.3,-3,-1.0,8,8,-6
CCc1nnc(NC(=O)C2CCN(c3ncnc4sc(C)c(C)c34)CC2)s1,6,14,0,25,36,0.0,4,-0.3,-7,4,-12
COc1cccc(N2CC(C(=O)Nc3nnc(SCc4ccccn4)s3)CC2=O)c1 (centres undefined),-21,4,-5,22,-4,0.1,8,-1.8,8,13,12
COc1ccc([C@H]2C[C@H](n3cc(-c4ccc(F)cc4)nn3)[C@@H](O)CN2Cc2cccs2)cc1,-18,8,-8,-20,-3,-0.1,nt,0.2,nt,10,-3
CCOC(=O)/C(C#N)=C/Nc1ccsc1C(=O)OC,12,-1,-16,20,5,0.0,-4,-0.2,-3,-7,11
O=C(NC1CCCC1)C(c1cccs1)N(C(=O)c1ccco1)c1ccc2c(c1)OCCO2 (centres undefined),-8,17,50,25,-2,0.0,6,-1.6,0,18,6
